Insulin prom up: MIN6 insulin promoter up-regulation. MIN6 insulin promoter-GFP reporter, high-content imaging; active compounds read high. z-score at 5 µM. 0.3% of 190,000 active. AID 1625;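 active means z-score above 3 at 5 µM with at least 500 cells counted in the well; inconclusive means wells under 500 cells, flagged as cytotoxic or low count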
Hep lipid drop: modulators of hepatic lipid droplet formation | AID 1656 | 0.4% of 240,000 active | AML12 mouse hepatocytes, oleate lipid droplets, BODIPY imaging | inhibition, % at 6.5 µM;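 active means lipid droplet intensity inhibited by at least 50%, with more than 500 cells counted; inconclusive means wells with under 300 cells, treated as cytotoxic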
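Assay system: AML12 mouse liver cells | Compound: 6.5 µM single-point dosing | Schedule: Overnight exposure | Technique: Fluorescence imaging, 20x objective, two fields per well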
Dynein transport: blocks dynein driven cargo transport along microtubules | AID 1381 | z-score, hits read low | 0.47% of 220,000 active | 3617.4 mouse cells, GR-EGFP nuclear translocation imaging; test concentration mostly 20 µM; stimulated with dexamethasone, 1 µM; active compounds read low;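 active means plate z-score of nuclear minus cytoplasmic receptor signal below a set negative limit, without overly bright fluorescence or cell loss, cut at about -3.5 in these data, passing the limit was not always enough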;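 further: z-score of nuclear minus cytoplasmic ring GR-EGFP intensity difference per well; some compounds called inactive have numbers as strong as hits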
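Buffer or medium: tet-free, stripped-serum medium; reagent: dexamethasone at 1.0 µM final, 30 min; incubation: 48 h induction, 1 h compound, 30 min dex at 37 °C; measured by: formaldehyde fixation, Hoechst nuclear stain, 10x automated fluorescence imaging; read-out: nuclear-to-cytoplasmic GR-EGFP distribution per well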
ER stress rescue: protection against thapsigargin-triggered cell killing – 384-well, CSM14.1, ATP luminescence, primary screen (AID 1222). CSM14.1 thapsigargin-induced death rescue, ATP luminescence; higher % means a stronger effect. cellular ATP content (survival), % at 20 µM, or EC50 in µM where a hit was titrated. 190,000 tested, under 10 active;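 active means EC50 below 50 µM in the dose-response confirmation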;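 further: death triggered by thapsigargin at about 15 µM added after 2 h compound pretreatment; cell ATP read after overnight thapsigargin exposure of roughly 18 to 22 hours; normalized against plate controls of thapsigargin alone and 5% DMSO vehicle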
XIAP displacement: XIAP antagonists, biochemical, IAP family, fluorescence polarization (AID 1018); XIAP BIR domain, fluorescence polarization peptide displacement; higher % means a stronger effect; one-dose displacement, % at 20 µM; IC50 in µM for titrated hits; 0.007% of 200,000 active; in the data active means displacement above about 50%; further: a part of the inactive calls stands beside numbers as strong as those of hits
WT yeast gro inh: growth inhibition of WT yeast, mitochondrial fusion screen. AID 1362. inhibition, % at 10 µM. mitochondrial fusion phenotypic screen, WT strain. 2.1% of 190,000 active; in the data active means inhibition above about 58%; tested in S. cerevisiae
b-catenin transl: beta-catenin nuclear translocation modulation. HeLa beta-catenin nuclear translocation, immunofluorescence imaging. nuclear translocation activity, % at 5 µM. 0.3% of 190,000 active. AID 1665;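 active means nuclear translocation activity above 50% at 5 µM, with a well cell count of 50 or more; inconclusive means wells under 50 cells across six images, flagged as toxic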;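 further: per-cell ratio of nuclear to cytoplasmic median beta-catenin stain intensity; plate controls were DMSO negative control for no effect and GSK-3 inhibitor IX positive control for full effect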
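System: HeLa cells, endogenous beta-catenin; compound dosing: 5 µM primary single dose, 0.1% DMSO, 0.02–20 µM confirmation series; incubation: 24 h compound exposure at 37°C, 5% CO2; signal: beta-catenin immunofluorescence imaging with DAPI; evaluation: % activation, nuclear-to-cytoplasmic median beta-catenin signal ratio per cell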
MT stabilizer: stabilizes microtubules in HeLa cells | HeLa tubulin immunostaining HCS, 24 h; share of cells brighter than vehicle mean+2SD | 0.83% of 200,000 active | % tubulin-high responders, % at 10 µM;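 active means plate Z-score above 3 for both tubulin-high and condensed-nucleus cell shares, with cell loss under 80%, at 10 µM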;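 further: anti alpha tubulin signal scored within the nucleus-defined area of each cell; some results filed as inactive read as strong as hits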
Autophagy HCS: autophagy modulation, high-content screen. MEF GFP-LC3 puncta imaging; test concentration mostly 10 µM. calls only at 10 µM (by protocol). 0.98% of 190,000 active. AID 463193;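 active means percentage of spot-positive cells more than 3 SD above its plate mean, without a fluorescence outlier flag or 80% toxicity; inconclusive means no clear call, values can overlap the other calls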;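 further: spot-positive cell cutoff set from DMSO-treated cells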
WT yeast gro inh mutant strain: also measured in WT yeast gro inh; calls as there; inhibition, %; mitochondrial fusion phenotypic screen, mutant strain inhibition
Dynein transport cytoplasmic EGFP: also measured in Dynein transport; calls as there; z-score; measured here: cytoplasmic GR-EGFP intensity; active compounds read high
Dynein transport nuclear GR-EGFP: further read-out of Dynein transport, marked with its call; z-score; measured here: nuclear GR-EGFP intensity;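 lower value marks the stronger effect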
Dynein transport cell count: recorded beside Dynein transport, whose call it bears; z-score; measured here: cell count per field
Insulin prom up cell count: further read-out of Insulin prom up, marked with its call; cell count; measured here: cytotoxicity, nuclei count;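 total cells summed across four imaged fields per well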
Hep lipid drop cells 6.5 µM: recorded beside Hep lipid drop, whose call it bears; cell count; measured here: cell count, cytotoxicity flag;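 cells counted across two imaged fields per well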
b-catenin transl cell count 5 µM: also measured in b-catenin transl; calls as there; cell count; measured here: cell count, cytotoxicity flag
MT stabilizer Hoechst-high %: further read-out of MT stabilizer, marked with its call; % Hoechst-high responders; measured here: nuclear condensation Hoechst responders;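 share of cells brighter than vehicle mean plus two SD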
MT stabilizer cytotoxicity %: recorded beside MT stabilizer, whose call it bears; toxicity, %; measured here: cytotoxicity by cell density;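 0% = mean cell density of plate MIN control wells and 100% = no cells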
Autophagy HCS cell loss 18 h: further read-out of Autophagy HCS, marked with its call; toxicity, %; measured here: cell loss, nuclei count;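 cell loss after 18 h compound exposure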
Starred values were filed as active, the others as inactive; i = inactive; ? = inconclusive; / = not tested or not shown. Rows are unselected; 4% or so of the library scored in one or more.

SMILES	Insulin prom up	Insulin prom up cell count	Hep lipid drop	Hep lipid drop cells 6.5 µM	Dynein transport	Dynein transport cytoplasmic EGFP	Dynein transport nuclear GR-EGFP	Dynein transport cell count	ER stress rescue	XIAP displacement	WT yeast gro inh	WT yeast gro inh mutant strain	b-catenin transl	b-catenin transl cell count 5 µM	MT stabilizer	MT stabilizer Hoechst-high %	MT stabilizer cytotoxicity %	Autophagy HCS	Autophagy HCS cell loss 18 h
Nc1nonc1-n1nnc(C(=O)c2ccccc2)c1-c1ccccc1	-0.89	1182	-5	688	-0.7	0.24	-0.51	0.1	/	-6.5%	3	13	/	/	3.6	2.2	8.5	i	4
O=C(NC1(O)C(=O)c2ccccc2C1=O)c1c(Cl)cccc1Cl	-0.92	1071	6	612	0.32	-0.24	0.77	-0.095	/	/	/	/	-0.1	1301	/	/	/	/	/
Cc1noc(C)c1CSc1nc2ccccc2nc1NS(=O)(=O)c1ccc(Cl)cc1	0.18	1300	/	/	0.42	-0.39	0.13	-0.069	4.3%	-1.1%	-9	-14	-5.5	905	7.1	2.4	9.1	i	46
CCn1c(SCC(=O)Nc2cc(C)on2)nnc1-c1ccc(S(=O)(=O)N2CCN(C)CC2)cc1	0.91	725	-1	769	1.2	-0.2	0.74	-1.5	-1.6%	-5.9%	-2	0	-4.0	1085	0.6	1.1	6.9	i	-4
CC1=NN(S(=O)(=O)c2ccc(F)cc2)C(=O)c2ccccc2O1	-0.29	1565	/	/	-1.1	-0.24	-1	1.9	-1.1%	-3.9%	15	-6	0.1	1277	3.7	1.5	3.1	i	5
COc1ccc(C(=O)CN2C(=O)NC(C)(c3ccccc3)C2=O)cc1OC (stereo not drawn)	-0.23	1611	/	/	0.13	-0.35	0.19	0.35	-1.4%	-3.1%	-3	4	0.8	1396	3.1	2.4	7.6	i	0
COc1ccc(Cc2nnc(SCC(=O)NC(C)c3ccccc3)o2)cc1 (stereo not drawn)	0.19	1136	/	/	-0.6	0.17	-0.19	0.73	-0.4%	-1.3%	-7	-9	-5.2	1077	1.5	2.1	9.3	i	-15
c1ccc2[nH]c(-c3nc4ccccc4[nH]3)nc2c1	/	/	24	770	0.053	-0.23	0.41	-1.4	-4.1%	-1.4%	2	6	-2.5	1309	5.1	2.7	7.6	i	11
Cc1cc(Cl)n2c(nc3ccccc32)c1C#N	?	/	?	/	-5.2*	1.3*	-2.5*	-0.083*	-1.4%	-3.0%	10	-7	106*	291*	7.7	15	51	i	89
O=C(NNC(=O)c1cc(-c2ccc(Cl)c(Cl)c2)nc2ccccc12)Nc1ccccc1	-0.22	1549	/	/	-0.048	-0.2	0.52	1.2	-1.5%	-4.0%	-7	7	-0.8	1282	2.5	2.3	6.5	i	-1
COC(=O)c1ccccc1NC(=O)CCS(=O)(=O)c1ccc(Br)s1	0.16	907	-17	788	0.49	-0.11	0.34	-1.2	4.1%	-18%	6	9	-4.3	1205	2.1	3.1	3.0	i	-3
CCOc1cccc(-c2cc(C(=O)N3N=C(C)CC3(O)C(F)F)c3ccccc3n2)c1 (stereo not drawn)	-0.43	1159	-25	711	0.13	-0.25	0.68	-0.81	-0.9%	-3.8%	43	-17	0.2	1069	2.5	2.7	1.0	i	-8
O=S(=O)(c1ccc(NCc2ccc(F)cc2)nc1)N1CCCC1	-1.4	1583	-17	678	-0.43	-0.22	-0.55	1	0.7%	-1.1%	4	18	-0.5	1003	3.1	2.2	3.4	i	-8
O=C(Nc1ccc(N2CCOCC2)c(Cl)c1)c1cc2ccccc2o1	-1.6	1251	17	736	-0.83	-0.25	-0.12	0.38	-2.2%	-6.1%	17	-4	-5.0	590	3.5	2.2	3.4	i	4
O=C(Nc1cccnc1)C(Cc1ccccc1)n1cccc1 (stereo not drawn)	-1.4	1023	/	/	-0.46	-0.17	-0.24	-0.12	-1.0%	-1.6%	11	1	-2.6	1131	2.7	4.0	6.5	i	-2
NC(=O)CSc1nnc(Cc2ccc3c(c2)OCO3)n1C1CCCCC1	-0.07	1329	/	/	-0.17	-0.21	0.27	-0.84	2.9%	1.4%	6	22	-7.6	959	4.9	2.3	7.4	i	-8
CN(CC(=O)Nc1ccc(F)c(F)c1)S(=O)(=O)c1cccc2nsnc12	/	/	/	/	-0.56	-0.23	-0.14	0.56	-2.3%	-5.0%	-4	-6	/	/	4.2	2.3	7.2	i	-9
CC1(C)C(=O)NCCN1C(=O)CCC(=O)O	0.59	1247	-1	699	1.1	-0.13	0.53	-1.4	-0.3%	0.7%	11	7	-2.9	1198	2.2	1.9	2.0	i	-2
COc1ccc(Cl)cc1NC(=O)c1nc2nc(C)cc(C(F)F)n2n1	-0.43	996	/	/	-0.1	-0.24	0.14	0.28	1.6%	-2.1%	24	7	/	/	3.0	3.3	9.6	i	-2
CCCCCCCCCCC(=O)NNC(=O)c1c(O)c2ccccc2n(CC)c1=O	-0.06	1433	0	702	0.1	-0.26	0.65	-0.74	1.5%	-4.3%	-9	2	0.3	1010	4.5	2.0	4.9	i	3
COc1ccc(S(=O)(=O)Nc2nnc(C)s2)cc1	1.1	1157	/	/	0.11	-0.18	0.35	-0.79	-0.4%	-4.3%	4	2	-0.9	850	5.0	2.9	4.5	i	-4
COc1ccc(N=C2NC(=O)/C(=C\C=C\c3ccco3)S2)cc1	0.07	1320	-13	714	-1.1	-0.072	-0.52	0.62	-0.2%	-3.8%	25	4	2.8	1554	2.6	3.3	0.2	i	5
O=C(O)c1ccc(Cn2c(SCc3cc(=O)n4cc(Br)ccc4n3)nc3ccsc3c2=O)cc1	1.7	1355	4	648	-0.97	-0.18	-0.64	0.034	-2.1%	-10%	-9	-6	-1.9	1055	3.7	1.5	5.6	i	13
Cc1nc(NS(=O)(=O)c2ccccc2)sc1C(=O)NN	/	/	0	730	0.29	-0.32	0.45	-0.14	0.7%	2.6%	0	8	0.1	1545	/	/	/	i	-18
Fc1cccc(Nc2ncnc3sc4c(c23)CCC4)c1	/	/	12	621	-0.045	-0.27	-0.28	0.24	-1.6%	-4.9%	5	-26	-1.6	958	2.9	3.0	3.4	i	27
Cc1ccccc1C(=O)NNC(=S)Nc1cccc(C(F)(F)F)c1	-0.06	1121	16	695	-0.13	-0.22	0.034	0.13	-3.9%	-5.2%	-10	-6	1.7	844	4.4	2.6	0.6	i	-5
NC(=O)c1ccc(N2CCN(c3ccc(O)cc3)CC2)c([N+](=O)[O-])c1	-3.4	1268	/	/	-0.13	0.44	0.26	0.29	4.1%	-0.9%	-9	-6	0.1	1452	4.0	1.6	8.6	i	-2
COc1cc(CN2CCC(C(=O)NC3CCCC3)CC2)cc(Br)c1O	-0.09	1137	/	/	3.6	0.0062	2.7	-2.7	-0.3%	-4.6%	13	20	-5.3	945	4.7	3.5	7.9	i	-6
Cc1nc2c(C(=O)NCCc3ccccc3Cl)c[nH]n2c(=O)c1Cl	0.01	1187	2	787	-0.01	-0.19	0.95	-0.5	-2.8%	-0.9%	-3	-14	-0.8	561	3.6	2.7	3.3	i	-1
O=C(O)c1ccnc(Cl)c1	0.07	1408	1	642	1.1	-0.26	0.54	-0.69	2.4%	-5.5%	8	17	-1.1	1102	3.3	2.5	0.2	i	3
Cc1nc2ccc(NC(=O)Cc3ccsc3)cc2s1	/	/	8	796	1.4	0.032	0.67	0.49	-2.2%	-1.0%	7	-12	/	/	1.5	1.3	4.1	i	-10
CCOC(=O)C(=O)/C(C#N)=C/Nc1ccc(F)cc1	0.14	846	5	788	-0.44	0.0023	-0.32	0.45	-2.0%	-2.7%	-41	-21	-0.1	1055	0.8	1.2	6.8	i	3
COc1ccc2c(c1)OC1(C)CC2C(C(=O)c2ccccc2OC)C(=O)N1 (stereo not drawn)	-0.2	1211	-13	717	0.45	-0.19	1	-0.8	-4.2%	-3.1%	9	-2	0.9	545	5.9	1.3	9.8	i	-4
COc1ccc(CCN2C(=O)CS/C2=N\NC(=O)c2cccs2)cc1OC	/	/	0	708	-0.65	-0.32	-0.14	0.61	1.5%	-12%	1	6	-2.0	1028	2.2	1.6	6.7	i	9
CCOC(=O)c1sc(=S)n(C)c1NC(=O)c1ccccc1Cl	0.37	1490	-8	654	0.79	-0.09	0.35	-0.84	-0.4%	-5.3%	26	6	-2.0	1094	5.8	2.1	8.2	i	13
COc1ccc(C2=NN(C(=O)c3ccco3)C(c3cc4ccccc4nc3Cl)C2)cc1 (stereo not drawn)	0.03	1012	-23	685	-0.49	-0.25	0.16	0.28	/	/	/	/	2.8	1292	/	/	/	/	/
COc1cc(C2OC(=O)c3ccccc3S2)cc(OC)c1OC (stereo not drawn)	-0.29	1179	-2	671	-0.51	-0.23	-0.35	0.41	/	/	/	/	0.2	1311	/	/	/	/	/
